# ERK EGF inh – blocks ERK signaling stimulated by EGF | HEK293-V1b, EGF-stimulated phospho-ERK AlphaScreen | Potency, µM (doses to about 11.5 µM), for the others: at the highest dose activity change, negative = inhibition, hits mostly inhibitors | 130,000 compounds, 0.41% hits | AID 1454; active means well fitted inhibition curve with a large enough effect; inconclusive means small, poorly fitted or top-dose-only effect, or effect the other way;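 further: plate controls were stimulated vehicle wells for no effect and unstimulated vehicle basal for full effect; nearly all actives have a fitted effect of over 55% in size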
#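 V1b-HEK293, 1% FBS o/n; cpd 30 min 37C; EGF 25 nM final, 5 min; lyse 10 min; AlphaScreen beads 5 h RT. Normalized DMSO basal vs EGF max; Hill AC50.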
# Active calls of the source: *; u = inconclusive; & = joins results of further samples; [ ] = another dose, or the depositor's remark. Potency means the concentration at half of the fitted maximal effect. These rows are one share of the data, so the mix of outcomes need not match the whole.
SMILES,ERK EGF inh
O=C1NC(c2ccccc2)=C(c2ccc3ccccc3n2)C(c2ccc(F)cc2)N1 (centres undefined),-1%
COCCNc1ccc(N2C(=O)CCCC2=O)cc1[N+](=O)[O-],-4%
CCOC(=O)CN1C(=O)S/C(=C/c2ccc(O)c([N+](=O)[O-])c2)C1=O,6%
COc1ccc(-c2nnc(OCc3nc4ccccc4n3C)c3ccccc23)cc1,-11%
COc1ccc(/C=N/NC(=O)CN(Cc2ccccc2)S(=O)(=O)c2ccc3c(c2)OCCO3)cc1,11%
Cc1cc(NC(=O)CSc2nc3cc(Cl)ccc3c(=O)n2CC(C)C)no1,-1%
CCCNC(=O)NC(=O)COC(=O)CNS(=O)(=O)/C=C/c1ccccc1,1%
Cc1ccc2c(COC(=O)c3c(C)noc3C)cc(=O)oc2c1,-8%
COC(=O)c1ccccc1OC(=O)c1cc[n+]([O-])cc1,0%
Cc1ccc(-c2csc(NC(=O)c3cnccn3)n2)cc1C,-3%
CCC(Sc1ncccn1)C(=O)Nc1cc(C)on1 (centres undefined),4%
CCOC(=O)C1=C[C@]2(CC)CCCN3CCc4c(n1c1ccccc41)[C@@H]32,-19%[57.5 µM]
C/C(=N\NC(=O)C1COc2ccccc2O1)c1cc2ccccc2o1 (centres undefined),-3%
COc1ccc(CCNc2cc(N3CCN(C(=O)c4ccc(C)cc4)CC3)ccc2[N+](=O)[O-])cc1OC,u
Cc1c(Cl)cccc1NC(=O)CSc1ccc(-c2cccnc2)nn1,4%
CC(=O)Oc1c(C)c(C)c2c(c1C)CCC(C)(CCCC(C)CCCC(C)CCCC(C)C)O2 (centres undefined),9%&3%
COc1cc(/C=C\c2ccc(OC)cc2OC)cc(OC)c1,-29%
O=C(CSc1ccc(-c2ccccc2)nn1)N1CCN(c2ccccc2)CC1,7%
O=C(CSc1nnc(-c2ccc(C(F)(F)F)cn2)o1)Nc1cccc(Cl)c1,-10%[57.5 µM]
Cn1c(SCC(=O)c2ccc3c(c2)OCCO3)nnc1C1CC1,3%
Cc1ccc(C(c2sc3nc(C)nn3c2O)N2CCN(CCO)CC2)cc1 (centres undefined),-12%[57.5 µM]
CC(=O)Nc1ccc(/C=N/NC(=O)CNS(=O)(=O)c2ccccc2)cc1,-5%
CCN1C(=O)/C(=C/C=C2\N(CC)c3cc(S(=O)(=O)N(C)C)ccc3N2c2ccccc2)SC1=S,u
COC(=O)C1CCN(C(=O)Cc2c(OC)ccc3cc(Br)ccc23)CC1,3%
Cc1ccc2cc(NC(=O)c3cccc(F)c3)ccc2n1,-2%[57.5 µM]
COc1ccccc1NC(=O)Nc1nnc(CC(=O)Nc2ccccc2C)s1,-1%
Cc1nc2ccc([N+](=O)[O-])cc2s1,-2%
O=C1OCCC1Sc1nnc(-c2ccco2)o1 (centres undefined),-2%
O=C1/C(=C/c2cccc([N+](=O)[O-])c2)CCc2ccccc21,-12%
Cc1cccc(C(=O)NC(=S)N2CCc3ccccc3C2)c1,-17%
N#CC1=C(N)Oc2n[nH]c(-c3cccnc3)c2C1c1ccc([N+](=O)[O-])o1 (centres undefined),-6%
CN1CCC(=C2c3ccccc3Sc3ccccc32)CC1,11%
O=C(Cc1ccccc1)NCc1ccccn1,-9%
O=S(=O)(Cc1ccccc1)NCC1CCCN(Cc2ccc3nonc3c2)C1 (centres undefined),1%
Cc1ccc(NC(=O)CCC(=O)NNC(=O)C(C)(C)C)c(C)c1,13%
COc1cc(/C=C2\C(=O)N(CCC#N)N=C2C)ccc1OCC(=O)Nc1ccccc1,-4%
CCCCn1c2ccccc2c2cc(CC(N)=O)ccc21,-3%[57.5 µM]
CC1(c2ccc(Cl)cc2)NC(=O)CS1 (centres undefined),u
CN(C)C(=O)c1c([N+](=O)[O-])c(C(C)(C)C)nn1C,-2%
COc1cc(/C=N/Nc2nc(C)cc(=O)[nH]2)ccc1OC(=O)c1cccnc1,-3%
CS(=O)(=O)NN1C(=O)c2ccccc2NC1c1c[nH]c2ccccc12 (centres undefined),-6%
O=C(c1cccc(N2C(=O)C3CC=CCC3C2=O)c1)N1CCN(c2ccccc2)CC1 (centres undefined),u
CO/N=C/C1CCN(c2ncc(C(F)(F)F)cc2Cl)C1=O (centres undefined),-3%
O=C(N/N=C/c1cn(-c2ccccc2)nc1-c1cccs1)c1ccncc1,-8%
N#C/C(=C\c1cccs1)C(=O)Nc1ccccn1,1%[57.5 µM]
N#C/C(=C\c1cccc(Oc2ccccc2)c1)C(=O)N1CCOCC1,-5%
Cc1cccc(CSCCNC(=S)Nc2ccccc2)c1,0%
CN(C)c1nc(-c2ccccc2)ncc1S(=O)(=O)c1ccccc1,-6%
CC(=O)OCC1OC(Oc2cc(OC(C)=O)c3c(=O)cc(-c4ccc(OC(C)=O)c(OC(C)=O)c4)oc3c2)C(OC(C)=O)C(OC(C)=O)C1OC(C)=O (centres undefined),-3%
COc1cc(NC(=O)CN2C(=O)C(c3ccccc3)=NC2(C)C)cc(OC)c1,25%
C=CCn1c(C)cc(C(=O)COC(=O)/C=C/c2cccc(OC)c2)c1C,9%
S=C(NCc1ccco1)Nc1ccccc1,5%
O=C(CCN1C(=O)COc2ccccc21)N1CCN(c2ccccc2)CC1,14%
COc1ccccc1C1CC(c2ccccc2)=NN1S(=O)(=O)c1ccccc1 (centres undefined),0%[57.5 µM]
Cc1nc(N(C)C)c2sc(=S)n(-c3ccccc3)c2n1,-2%
COc1ccc2[nH]c(C(=O)Nc3ccc(F)cc3Br)cc2c1,-5%[57.5 µM]
C/C(Nc1ccccc1C(F)(F)F)=C1/CCOC1=O,1%
O=C1NC(=S)N/C1=C/c1ccc(Oc2ccc(C(F)(F)F)cc2[N+](=O)[O-])c(Cl)c1,3%
CCc1ccc(OCC(=O)Nc2ccc(N3CCN(S(C)(=O)=O)CC3)cc2)cc1,28%
CCOC(=O)c1ccc(NC(=O)Nc2ccc3c(c2)OCCO3)cc1,u
# Remaining list, next part
SMILES,ERK EGF inh
c1ccc(-c2nnc(-c3ccncc3)nc2-c2ccccc2)cc1,-2%
NS(=O)(=O)c1ccc(Nc2nc3ccccc3nc2NS(=O)(=O)c2cccc([N+](=O)[O-])c2)cc1,6%
O=C(NCCN1CCN(c2ccccc2)CC1)C1CCN(S(=O)(=O)c2cccc3nsnc23)CC1,9%
O=C1CN(C(=O)COC(=O)CNC(=O)c2ccccc2)c2ccccc2N1,5%
CC(=O)Nc1ccc(C2(c3ccc(NC(C)=O)cc3)C(=O)Nc3ccccc32)cc1,3%
COc1cccc(CCc2nnc(CCC(=O)NC(C)Cc3cccs3)o2)c1 (centres undefined),-3%[57.5 µM]
CC(C)CC(C(=O)Nc1oc(-c2ccccc2)c(-c2ccccc2)c1C#N)N1C(=O)c2ccccc2C1=O (centres undefined),-3%
CC1Cc2ccccc2N1C(=O)COC(=O)c1ccc(Br)o1 (centres undefined),-9%
O=C(Nc1cccnc1)OC1CCCC1,4%
CCCC(=O)c1c[nH]c(C(=O)N2CCOCC2)c1,-3%
O=S(=O)(c1ccc(F)cc1)N1CCN(Cc2ccccc2C(F)(F)F)CC1,5%
Cc1cccc(-n2c(C)cc(/C=C3\NC(=O)NC3=O)c2C)c1,u
CCc1ccc(NC(=O)CSc2nc3ccccc3c(=O)n2CCCC(=O)NCCCN2CCOCC2)cc1,0%
Cc1cc(=O)oc2c(C(=O)/C=C\c3cccs3)c(O)ccc12,2%
CCCCn1nnnc1SCC(=O)c1ccccc1F,0%
C[n+]1cccc(C(=O)NNC(=O)C23CC4CC(CC(C4)C2)C3)c1,6%
O=C(CSc1cn(Cc2ccccc2)c2ccccc12)NCc1ccc(F)cc1,-1%
CCOc1cc(C2NC(=O)NC(c3ccccc3)=C2C(=O)c2ccccc2)c(Br)cc1OCC(=O)O (centres undefined),-6%
CS(=O)(=O)c1ccc(Cl)c(NC(=O)CSc2nc3ccccc3c(=O)n2CCCN2CCOCC2)c1,8%
Cc1cc(SCC(=O)c2ccccc2)n2ncc(-c3ccccc3)c2n1,2%[57.5 µM]
O=c1oc2ccccc2nc1/C=C(O)/C=C/c1ccc(F)cc1,0%
CCCn1c(N2CCN(Cc3ccc(Cl)cc3)CC2)nc2ccccc21,u
COc1ccc(C(=O)N2CCN(C(C)=O)CC2)cc1S(=O)(=O)N1CCOCC1,6%
O=C(c1ccccn1)N1CCN(c2ccc(C(F)(F)F)cn2)CC1,-1%
O=C(/C=C/c1ccco1)NC(=S)NNC(=O)c1ccco1,4%
O=C(NCc1ccccn1)c1ccc2c(=O)n(CCc3ccccc3)c(=O)[nH]c2c1,-8%
c1ccc(C2Oc3ccccc3C3CC(c4cccs4)=NN32)cc1 (centres undefined),-3%
CCOC(=O)c1c(NC(=O)COc2ncnc3ccccc23)sc(C)c1C,-3%
O=C(CNC(=O)/C(=C\c1ccc(Br)cc1)NC(=O)c1ccccc1)OCc1ccccc1,-5%
COc1cc2c(cc1OC)-c1cc(Nc3ccc(N(C)C)cc3)nc(=O)n1CC2,1%[57.5 µM]
O=C(C1CCCN(S(=O)(=O)c2ccccc2)C1)N1CCN(c2ncccn2)CC1 (centres undefined),u
CCOC(=O)c1c(/N=C/C2C(=O)CCCC2=O)sc(C)c1C,1%
COc1ccc(NC(=O)/C(=C/c2ccc3c(c2)OCO3)NC(C)=O)cc1,-3%
CCCCCCCNS(=O)(=O)c1cccc2c(Cl)cccc12,-12%
Fc1ccc(-c2cnc3n2CCCCC3)cc1,5%
Nc1ccc(N=Nc2ccc(N)cc2)cc1,-6%
CC1CN(CCCCOc2ccc(F)cc2)CC(C)O1 (centres undefined),-2%
O=C(c1ccc(COc2ccccc2Cl)o1)N1N=C(C(F)F)CC1(O)C(F)F (centres undefined),5%
COc1ccc(NC(=S)N2CCC(C(=O)c3ccc(F)cc3)CC2)c(OC)c1,3%
Cc1cc(NC(=O)COC(=O)c2cc(S(=O)(=O)N(C)c3ccccc3)ccc2Cl)no1,-1%[57.5 µM]
CCC(=O)NNC(=O)CCC(=O)Nc1ccc(C)cc1C,5%
Cc1ccc(NC(=O)CN(C)CC(=O)Nc2ccccc2C#N)cc1,3%
Fc1ccccc1CSc1nnc2ccc(-c3ccncc3)nn12,-3%
CC(C)(C)n1nnnc1C(c1cccs1)N1CCCC2(CCCCC2)C1 (centres undefined),5%
O=S1(=O)[C@H]2C[C@@H]3C=C[C@]2(CN1Cc1ccc(C(F)(F)F)cc1)O3,-8%[57.5 µM]
O=C(N/C(=C/c1ccc(Br)cc1)C(=O)N1CCCC1)c1cccs1,5%
COc1cc(C)ccc1OCCOc1c(C)cc(Cl)cc1Cl,-10%
COc1cccc(-c2nc3n(n2)C(c2ccccc2Cl)C(C(N)=O)=C(C)N3)c1 (centres undefined),-5%
CCN(CC)CCNC(=O)CNC(=S)N(CCCN1CCOCC1)Cc1cccs1,3%
COc1cccc(C2C(C#N)=C(N)Oc3cc(N)ccc32)c1OC (centres undefined),10%
O=C(NCCCN1CCCC1)c1cc(Sc2ccc(F)cc2)nc2ccccc12,0%
Cc1cccc(C(=O)N2CCc3c([nH]c4ccccc34)C2CC(C)C)n1 (centres undefined),5%
CC(C)(C)c1ccc(/C=N/n2cnnc2)cc1,-11%
CC(C)NC(=S)Nc1ccc2[nH]c(=O)[nH]c2c1,-4%
COc1cccc(NC(=O)NCc2c(-c3ccccc3)noc2C)c1,8%[57.5 µM]
O=C(Cc1c(C(=O)O)[nH]c2ccccc12)NC1CCCC1,33%
N#Cc1cc(C(=O)Cc2ccccc2)c[nH]1,-8%
NC(=Nc1ccc(Cl)cc1)c1ccccc1,-3%
O=c1ccn(CCCBr)c(=O)[nH]1,-1%[57.5 µM]
NC(=O)c1nn(CC(=O)Nc2ccc3c(c2)OCO3)cc1[N+](=O)[O-],-4%
